Source: PubChem BioAssay (National Center for Advancing Translational Sciences (NCATS))
KB-V1 MDR tox: kills drug-selected multidrug resistant KB-V1 cells. KB-V1 MDR cells viability, CellTiter-Glo, 72 h. Potency, µM (highest dose often 46.1 µM), without a hit: top-dose activity change, negative = cytotoxicity, usual class: cytotoxic. 400,000 compounds, 3.4% hits; further: on the % scale 0 is the no-effect control and ±100 the full control effect; nearly all actives have a fitted effect of over 60% in size
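qHTS viability screen in drug-selected KB-V1 MDR cells: 72 h compound treatment at 37 degrees C, ATP luminescence end point.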
GLP-1R inv ag: GLP-1 receptor (human) inverse agonism | 410,000 compounds, 1.6% hits | HEK293 GLP-1R CRE-luciferase, luminescence, 24 h; GLP-1R form is constitutively active | Potency, µM (highest dose often 38.3 µM), for the others: at the highest dose activity change, negative = inhibition, most hits filed as inhibitors; further: on the % scale 0 is the no-effect control and ±100 the full control effect; nearly all actives have a fitted effect of over 55% in size
Target sequence (P43220 whole entry, looked up): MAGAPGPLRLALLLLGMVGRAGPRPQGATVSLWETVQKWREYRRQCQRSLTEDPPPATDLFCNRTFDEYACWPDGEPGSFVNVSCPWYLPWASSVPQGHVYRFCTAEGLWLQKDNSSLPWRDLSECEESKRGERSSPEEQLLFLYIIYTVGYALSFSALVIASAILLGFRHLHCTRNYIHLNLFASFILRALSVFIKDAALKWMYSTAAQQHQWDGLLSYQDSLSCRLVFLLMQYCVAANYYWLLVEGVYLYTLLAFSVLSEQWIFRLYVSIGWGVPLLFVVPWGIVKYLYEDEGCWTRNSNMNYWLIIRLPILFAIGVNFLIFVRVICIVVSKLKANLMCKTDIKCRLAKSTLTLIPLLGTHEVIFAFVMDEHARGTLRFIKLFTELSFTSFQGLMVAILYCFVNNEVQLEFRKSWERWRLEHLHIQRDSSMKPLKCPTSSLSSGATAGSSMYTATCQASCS
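Seeding at 200 cells/uL, 12 h culture, 24 hr compound treatment, then luciferase reagent and a luminescence read; cells are HEK293 stably expressing a constitutively active GLP-1R plus cAMP-responsive luciferase.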
TDP-43 yeast inh: inhibitors of TDP-43 toxicity in yeast; 410,000 compounds, 1.8% hits; Potency, µM (top dose mostly 46.1 µM), inactives show at the highest dose growth rescue (activation), most hits filed as activators; AID 652104; TDP-43 expressing yeast growth rescue, BacTiter-Glo, 24 h; further: % of control where 0% means no effect; nearly all actives have a fitted effect of over 50% in size
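Readout is BacTiter-Glo luminescence of cell growth, so inhibitors register as activators. TDP-43-expressing yeast at OD600=0.02 in galactose medium, after raffinose pregrowth to mid-log, were incubated with compound for 24 hr at 30 deg C.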
SW480 rerep: inducers of DNA re-replication in SW480 colon cancer cells. SW480 DNA re-replication, Hoechst DNA content imaging, 48 h. Potency, µM (series often up to 46.1 µM), without a hit: at the highest dose re-replication activation, usual class: activators. 340,000 compounds, 1.8% hits; further: % of control where 0% means no effect; nearly all actives have a fitted effect of over 55% in size
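Image-based read-out: total Hoechst fluorescence of nuclei (405 nm excitation, 500-530 nm emission), with hits raising the fraction of high-intensity nuclei. SW480 colon cells incubated 48 hr with compounds at 37 C.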
HT1080-NT tox: kills 2HG-producing HT-1080-NT fibrosarcoma cells; Potency, µM (doses to about 46.1 µM), without a hit: at the highest dose activity, negative = less viability, usual class: cytotoxic; HT-1080-NT fibrosarcoma viability, CellTiter-Glo ATP luminescence, 48 h; 360,000 compounds, 1.6% hits;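 further: NT is the 2HG producing partner of a matched IDH1 knockdown line; 0% = DMSO-treated cells and -100% = media-only wells without cells; nearly all actives have a fitted effect of over 55% in size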
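Viability by CellTiter-Glo luminescence after 48 h compound exposure at 37C of HT-1080-NT cells (750/well, RPMI, 5% FBS). % activity scaled between DMSO wells and medium-only wells, then curve-fitted and categorized by curve class.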
HT1080 IDH1KD tx: HT-1080 IDH1 knockdown cell toxicity (counter line); HT-1080 IDH1 knockdown viability, ATP luminescence, 48 h; Potency, µM (top dose mostly 46.1 µM), for inactives: top-dose activity, negative = toxicity, most hits filed as cytotoxic; 360,000 compounds, 2% hits; AID 686971;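 further: 0% = DMSO wells and -100% = cell-free medium wells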
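Assay cells: HT-1080 with IDH1 knockdown, 750 per well, RPMI/5% FBS. Exposure: 48 h at 37 °C following 2 h pre-incubation. Read: CellTiter-Glo luminescence; fitted concentration-response, curve class assigned.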
GLP1R cytotox: cytotoxic in the GLP-1 receptor inverse agonist counter-screen; HEK293 cAMP-luciferase reporter cells, luminescence, 24 h; 410,000 compounds, 0.13% hits; Potency, µM (doses to about 38.3 µM), for inactives: at the top dose activity change, negative = inhibition, hits mostly inhibitors;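 further: loss of luciferase light is scored as toxicity; on the % scale 0 is the no-effect control and ±100 the full control effect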
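Compound-treated cells are incubated 24 hr at 37 deg C under 5% CO2 after a 12 hour attachment period, then luciferase detection reagent is added and luminescence is measured following 12 min at room temperature; lowered signal indicates toxicity.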
KB-3-1 tox: kills parental KB-3-1 adenocarcinoma cells | KB-3-1 viability, CellTiter-Glo ATP luminescence, 72 h | Potency, µM (highest dose often 46.1 µM), for the others: at the top dose activity change, negative = cytotoxic, hits mostly cytotoxic | 400,000 compounds, 1.4% hits | AID 1347075; further: on the % scale 0 is the no-effect control and ±100 the full control effect; nearly all actives have a fitted effect of over 60% in size
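KB-3-1 parental drug-naive adenocarcinoma cells in DMEM/10% FBS, incubated 72 h at 37 C with pin-transferred compounds across a concentration series. Viability by CellTiter-Glo luminescence; concentration-response curves fitted after normalization.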
GLP-1R agonist: activates the human GLP-1 receptor; AID 624172; HEK293 GLP-1R CRE-luciferase, luminescence, 4-6 h; cells express a hypersensitive GLP-1R form; 380,000 compounds, 0.007% hits; Potency, µM (top dose mostly 45.6 µM), without a hit: at the top dose activation, usual class: activators; P43220; further: % of control where 0% means no effect
* = called active by the depositor; u = inconclusive; x = not tested or not shown; [ ] = remark or other dose. The call rests on the fitted dose curve; in most records, active means well fitted curve in the direction sought with a large enough effect; inconclusive means small, poorly fitted or top-dose-only effect, or another doubt; inactive means no such curve, though single readings can be large; an effect the other way counts as inactive or inconclusive. Potency means the concentration at half of the fitted maximal effect.

The first 4 entries, to show the layout:
[1] COC(=O)c1ccc2nc(-c3ccc(OC)c(OC)c3)c(Cc3ccccc3OC)n2c1
[2] Cc1cc(=O)[nH]c(NCCO)n1
[3] CC1=C(C)C(c2ccccc2)NC(=S)N1 (stereo not given)
[4] Cc1ccc(CN2CC(C(=O)Nc3ccc(S(=O)(=O)N4CCCCC4)cc3)CC2=O)cc1 (stereo not given)
screen / no.	1	2	3	4
KB-V1 MDR tox	-13%	-15%	9%	u
GLP-1R inv ag	15%	-5%	u	u
TDP-43 yeast inh	u	-6%	6%	2%
SW480 rerep	x	-9%	-1%	u
HT1080-NT tox	-27%	-3%	12%	-3%
HT1080 IDH1KD tx	-21%	-9%	7%	-2%
GLP1R cytotox	-5%	-5%	u	-9%
KB-3-1 tox	0%	-11%	0%	-4%
GLP-1R agonist	-3%	10%	0%	2%

All compounds of this part, repeating the preview:
[1] COC(=O)c1ccc2nc(-c3ccc(OC)c(OC)c3)c(Cc3ccccc3OC)n2c1
[2] Cc1cc(=O)[nH]c(NCCO)n1
[3] CC1=C(C)C(c2ccccc2)NC(=S)N1 (stereo not given)
[4] Cc1ccc(CN2CC(C(=O)Nc3ccc(S(=O)(=O)N4CCCCC4)cc3)CC2=O)cc1 (stereo not given)
[5] Brc1ccc2[nH]c3c(N4CCc5ccccc5C4)ncnc3c2c1
[6] CCCCN1CCc2nc(Nc3ccc(OC)cc3OC)ncc2C1
[7] Cc1ccsc1/C=N/NC(=O)c1ccc2ccccc2c1
[8] CC(=O)NC1(C(F)(F)F)NC(=O)N(c2ccc(F)cc2)C1=O (stereo not given)
[9] O=C(O)CN1C(=O)/C(=C\c2cccc(OCc3ccc(Cl)cc3Cl)c2)SC1=S
[10] CN(C)c1oc(-c2cccs2)nc1C#N
screen / no.	1	2	3	4	5	6	7	8	9	10
KB-V1 MDR tox	-13%	-15%	9%	u	0%	3%	-39%	24%	-1%	-1%
GLP-1R inv ag	15%	-5%	u	u	4%	-26%	-2%	4%	u	37%[activator]
TDP-43 yeast inh	u	-6%	6%	2%	u	23%	-2%	-4%	x	13%
SW480 rerep	x	-9%	-1%	u	u	x	u	-2%	15%[1.84 µM]	-6%
HT1080-NT tox	-27%	-3%	12%	-3%	18µM*	x	u	6%	-12%	0%
HT1080 IDH1KD tx	-21%	-9%	7%	-2%	23µM*	x	u	-1%	-15%	3%
GLP1R cytotox	-5%	-5%	u	-9%	-29%	0%	-23%	-6%	-8%	2%
KB-3-1 tox	0%	-11%	0%	-4%	-26%	12%	-10%	8%	-8%	5%
GLP-1R agonist	-3%	10%	0%	2%	-4%	x	0%	-1%	-2%	-1%

[11] CCC1=[N+](C)CCn2c(C)ccc21
[12] COc1cc(NC(=O)c2cc(C)no2)cc(OC)c1OC
[13] CC(C)CCn1c(SCC#N)nc2c(sc3ccccc32)c1=O
[14] O=C(NCc1ccco1)c1cnn2c(C(F)(F)F)cc(-c3ccco3)nc12
[15] O=C(CN1CCC(NC(=O)C2CCCCC2)CC1)Nc1cccc(F)c1
[16] O=C(Nc1ccc(N2CCCC2)c(Cl)c1)c1ccc(Br)o1
[17] O=C(Nc1cc(C(F)(F)F)ccc1N1CCOCC1)c1cccc(F)c1
[18] CC(C)(C)C1CCC(OC(=O)c2ccncc2)CC1 (stereo not given)
[19] COc1ccccc1N1CCN(C(c2cccs2)C(C)NC(=O)c2ccco2)CC1 (stereo not given)
[20] CCC(CC)CN1CCC(CN2C(=O)C(=O)NC[C@@H]2[C@@H](C)CC)CC1
screen / no.	11	12	13	14	15	16	17	18	19	20
KB-V1 MDR tox	18%	24%	3%	3%	u	-17%	2%	u	7%	0%
GLP-1R inv ag	2%	18%	0%	2%	-5%	u	10%	10%	u	7%
TDP-43 yeast inh	3%	-6%	16%	10%	-2%	-16%	11%	8%	5%	6%
SW480 rerep	-5%	-7%	-1%	-2%	-3%	12%	2%	3%	6%	-11%
HT1080-NT tox	0%	20%	3%	-1%	9%	u	-8%	13%	11%	8%
HT1080 IDH1KD tx	0%	u	1%	-2%	9%	u	-1%	8%	9%	8%
GLP1R cytotox	0%	-17%	-6%	5%	-8%	6%	2%	4%	1%	-6%
KB-3-1 tox	13%	8%	-5%	3%	0%	u	-3%	0%	-1%	10%
GLP-1R agonist	-9%	1%	-6%	4%	6%	-8%	1%	-1%	3%	7%

Looked up above:
Entry for `Cc1cc(=O)[nH]c(NCCO)n1` in GLP-1R agonist: 10%
Entry for `Brc1ccc2[nH]c3c(N4CCc5ccccc5C4)ncnc3c2c1` in KB-V1 MDR tox: 0%
Entry for `COC(=O)c1ccc2nc(-c3ccc(OC)c(OC)c3)c(Cc3ccccc3OC)n2c1` in HT1080-NT tox: -27%

(cont.)
[21] Clc1ccc(-c2cc(COc3ccccc3)on2)cc1
[22] NC(=O)NC(Cc1ccccc1)C(=O)NCC1(N2CCCCC2)CCCCC1 (stereo not given)
[23] COc1ccc(-c2nc(-c3ccc(NC(=O)c4ccc(Br)o4)cc3)no2)cc1OC
[24] COc1ccc(-c2cn3cccnc3n2)cc1NC(=O)C1CC1
[25] CCc1cc(Cn2nc(-c3ccccc3)cc2C(=O)NCc2cccc(C(F)(F)F)c2)on1
[26] COC(=O)COc1ccc(S(=O)(=O)Nc2ccc(C(N)=O)cc2)cc1
[27] COC(=O)c1ccc(COc2c(F)c(F)cc(F)c2F)o1
[28] c1ccc(CSc2nnc3ccc(-c4ccco4)nn23)nc1
[29] O=C(COC(=O)c1ccc(S(=O)(=O)N2CCCC2)cc1)NCc1ccccc1
[30] CC(=O)c1cc2c(s1)-c1cc(F)ccc1OC2
screen / no.	21	22	23	24	25	26	27	28	29	30
KB-V1 MDR tox	u	0%	-1%	7%	2%	-2%	-9%	1%	14%	-28%
GLP-1R inv ag	7%	17%	u	0%	u	0%	-4%	3%	0%	u
TDP-43 yeast inh	8%	-12%	21%	-8%	-11%	-12%	10%	-12%	-10%	u
SW480 rerep	-9%	0%	15%	0%	5%	-5%	-5%	-14%	-5%[9.22 µM]	u
HT1080-NT tox	29%	3%	u	15%	-20%	11%	8%	16%	9%	6%
HT1080 IDH1KD tx	29%	13%	u	5%	-12%	4%	5%	13%	10%	-2%
GLP1R cytotox	-1%	-9%	11%	3%	-16%	-10%	-2%	-2%	-4%	294%[activator]
KB-3-1 tox	10%	-3%	-1%	33%	-16%	8%	-4%	1%	16%	-1%
GLP-1R agonist	16%	-5%	-7%	17%	1%	0%	-3%	-2%	-10%	12%

Along the list, quoted from above:
Entries 26–29 in GLP-1R agonist: 0%, -3%, -2%, -10%

Other results follow.
[31] Cc1ccc(S(C)=O)cc1-n1c(=O)n(Cc2ccccc2)c(=O)c2[nH]cnc21 (stereo not given)
[32] CCc1ccc(NC(=O)C2CCCN2C(=O)NC2CCCCC2)cc1 (stereo not given)
[33] COc1cccc(-n2nnc3c(=O)n(CC(=O)N4CCC(Cc5ccccc5)CC4)cnc32)c1
[34] CC(C)c1ccc(NC(=O)c2cc(S(=O)(=O)N3CCCCC3)c[nH]2)cc1
[35] CCCCNC(=O)CSc1nc2ccccc2nc1Cc1ccc(C)cc1
[36] COc1ccc(N(C(=O)c2cnccn2)C(C(=O)NCc2ccccc2)c2ccc(O)cc2)cc1 (stereo not given)
[37] COc1ccc(N(Cc2cc3cccc(C)c3[nH]c2=O)S(C)(=O)=O)cc1
[38] Cc1nc(NC(=O)c2cc3c(C)nn(-c4ccccc4)c3s2)sc1C(=O)Nc1ccccc1
[39] Cc1cc(C(=O)NN=C2CCCCC2)c2ccccc2n1
[40] O=C(CCc1ccccc1)NNC(=S)NC(=O)c1ccccc1
screen / no.	31	32	33	34	35	36	37	38	39	40
KB-V1 MDR tox	12%	1%	5.2µM*	u	-8%	1%	-22%	-24%	8%	u
GLP-1R inv ag	12%	-3%	-50%	-7%	0%	1%	-9%	0%	u	-1%
TDP-43 yeast inh	-12%	-10%	1%	16%	0%	6%	-7%	16%	10%	u
SW480 rerep	-5%	-1%	-9%	-16%	x	-4%	u	7%	u	3.7µM*
HT1080-NT tox	3%	-3%	5%	20%	x	7%	12%[9.24 µM]	3%	u	u
HT1080 IDH1KD tx	16%	22%	17%	10%	x	18%	-2%	10%	u	11µM*
GLP1R cytotox	6%	1%	-34%	1%	5%	12%	-7%	20%	u	-10%
KB-3-1 tox	4%	35%	u	25%	5%	14%	1%	-18%	11%	-21%
GLP-1R agonist	3%	7%	1%	-4%	2%	2%	4%	-3%	9%	-1%

[41] COc1ccc(Cc2noc(CN(C)CC3(N4CCOCC4)CCCCC3)n2)cc1OC
[42] CNC(=O)c1c(NC(=O)c2cc(=O)c3cc(C)c(C)cc3o2)sc2c1CCCC2
[43] CCN(CC)C(=O)C1CCN(S(=O)(=O)c2c(C)noc2/C=C/c2cccc(OC)c2)CC1
[44] O=C(Nc1ccsc1C(=O)N1CCCCCC1)c1ccccc1
[45] O=C(c1ccc2snnc2c1)N1CCSCC1
[46] COc1ccc(C(C)(C)C)cc1S(=O)(=O)N1CCN(C)CC1
[47] COc1ccc(/C=C(\NC(=O)c2ccccc2)C(=O)OC[C@@H]2CCC[N+]3(C)CCCCC23)cc1OC (stereo not given in full)
[48] O=C(Nc1ccc2oc(=O)ccc2c1)c1ccc2ccccc2c1
screen / no.	41	42	43	44	45	46	47	48
KB-V1 MDR tox	11%	0%	-1%	u	0%	-3%	16%	-1%
GLP-1R inv ag	-12%	11%	10%	0%	9%	u	-4%	1%
TDP-43 yeast inh	-8%	-20%	11%	28%	6%	2%	0%	-13%
SW480 rerep	12%	x	x	3%	-3%	-1%	18%	-3%
HT1080-NT tox	-7%	x	x	27%	14%	-4%	1%	3%
HT1080 IDH1KD tx	2%	x	x	2%	18%	0%	2%	-7%
GLP1R cytotox	5%	-8%	-8%	3%	-5%	-14%	1%	5%
KB-3-1 tox	-36%	-3%	6%	-1%	3%	-2%	11%	-2%
GLP-1R agonist	-3%	x	x	8%	0%	2%	8%	3%
